# CRE Fsk mod – modulators of forskolin-stimulated CRE signaling in CHO cells; CHO CRE-bla reporter (cAMP response element driving beta-lactamase), forskolin EC10, beta-lactamase ratio; Potency, µM (series often up to 38.2 µM), inactives show top-dose activity change, negative = inhibition, actives largely listed as activators; actives 2.5% (n = 71,000); AID 662; active means well fitted activation curve with a large enough effect in the signal ratio, with a control signal flat, not every such curve was filed as active; inconclusive means small, poorly fitted or top-dose-only effect, or effect the other way, or a change in a side signal; the % refers to the signal ratio; further: potency means the concentration at half of the fitted maximal effect; % of control where 0% means no effect
#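 CHO CRE-bla cells, overnight plating in Opti-MEM with 0.5% dialyzed FBS; cpd titration + EC10 NKH 477, 3 h 37 °C; CCF4 2 h RT; ex 405/em 460 vs 530 ratio → %Activity, AC50.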
# DNA Pol III inh – inhibitors of bacterial DNA polymerase III holoenzyme; reconstituted DNA polymerase III holoenzyme replication, biochemical; actives 0.25% (n = 71,000); AID 603; Potency, µM (titrated, usually from 57.1 µM), for inactives: top-dose activity change, negative = inhibition; further: potency means the concentration at half of the fitted maximal effect; on the % scale 0 is the no-effect control and ±100 the full control effect
#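 Reconstituted *E. coli* holoenzyme (0.35 nM Pol III, 1 nM beta, 154 nM SSB, 2 nM primase) was preincubated with compound for 15 min at RT. Synthesis on 1.4 nM ssM13Gori ran 35 min, then was stopped with PicoGreen/EDTA and read as dsDNA fluorescence.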
# UbGFP stabilizer – ubiquitin-GFP accumulation via proteasome inhibition; Ubiquitin-GFP reporter cells, proteasome inhibition, GFP fluorescence; response scale: untreated = 0%, 10 µM MG-132 = 100%; Potency, µM (doses to about 45.9 µM), for the others: at the top dose activation (GFP accumulation), most hits filed as activators; 67,000 tested, under 10 active; AID 526; active means well fitted activation curve with a large enough effect, not every such curve was filed as active; inconclusive means small, poorly fitted or top-dose-only effect, or another doubt; inactive means no such curve, though single readings can be large or run the other way; further: potency means the concentration at half of the fitted maximal effect
#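 Proteasome blockade was scored as a rise in GFP-expressing U2OS cells carrying a ubiquitin(G76V)-GFP construct, imaged after 4 hr compound treatment at 37 °C across a 46 uM–2.9 nM series.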
# 4MU fluor – compound fluoresces in the 4-MU spectral region | actives 11% (n = 59,000) | max dye-equivalent concentration, M | compound autofluorescence, 340/450 nm, 4-MU equivalents; active compounds read high; in the data active means max dye-equivalent concentration above about 10 nM; inconclusive means mostly about 1.1 nM to 9.6 nM
#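 Intrinsic fluorescence at 340/450 nm (ex/em) was read after 15 min at room temperature in pH 8.0, 100 mM Tris. Each compound concentration expressed as 4-MU-equivalent concentration from a six-point 4-MU standard series on each plate.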
# ALOX15 inhib – 15-hLO (ALOX15) enzyme inhibition. P16050. Potency, µM (highest dose often 57.1 µM), for the others: at the top dose activity change, negative = inhibition, hits mostly inhibitors. purified 15hLO-1, xylenol orange hydroperoxide absorbance. actives 1.4% (n = 74,000); further: potency means the concentration at half of the fitted maximal effect; on the % scale 0 is the no-effect control and ±100 the full control effect; nearly all actives have a fitted effect of over 55% in size
#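 Readout: Fe(III)-xylenol orange absorbance, 573-to-405 nm ratio as reaction progress. Enzyme 40 nM purified human 15hLO-1, substrate 50 uM arachidonic acid, 6 min RT after 15 min compound preincubation; Hepes pH 7.5 buffer with Triton X-100.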
# HBB splicing – alters splicing of the hemoglobin beta chain; HBB splicing reporter cell assay, activation; EGFP reporter with mutant IVS2-654 intron; response scale: normalised to 500 nM splice-correcting PNA; Potency, µM (doses to about 46.1 µM), for inactives: at the highest dose activation, usual class: activators; actives 0.06% (n = 65,000); further: potency means the concentration at half of the fitted maximal effect; 0% is about no effect
#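 HeLa cells stably expressing EGFP interrupted by mutant beta-globin intron 2 (IVS2-654), 500/well in 2% FCS. Treated with compound for 2 days at 37C. Splicing correction scored as total well GFP intensity (488 nm excitation, 500-520 nm emission); 500 nM antisense PNA served as control.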
# A350 autofl – compounds fluorescent in Alexa 350 spectral region | max dye-equivalent concentration, M | AID 590 | Compound autofluorescence, 340/450 nm, Alexa 350 dye-equivalents; active compounds read high | actives 11% (n = 59,000); in the data active means max dye-equivalent concentration above about 10 nM; inconclusive means mostly about 1.1 nM to 9.6 nM
# BRCT inh green – blocks human BRCA1 BRCT binding to phosphopeptide, green readout | P38398 | actives 0.05% (n = 75,000) | BRCA1 BRCT-phosphopeptide binding, green fluorescence polarization | Potency, µM (titrated, usually from 76.9 µM), without a hit: top-dose activity change, negative = inhibition, actives largely listed as inhibitors;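 further: potency means the concentration at half of the fitted maximal effect; plate controls were peptide without protein for full effect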
# Target sequence (P38398 whole entry, looked up): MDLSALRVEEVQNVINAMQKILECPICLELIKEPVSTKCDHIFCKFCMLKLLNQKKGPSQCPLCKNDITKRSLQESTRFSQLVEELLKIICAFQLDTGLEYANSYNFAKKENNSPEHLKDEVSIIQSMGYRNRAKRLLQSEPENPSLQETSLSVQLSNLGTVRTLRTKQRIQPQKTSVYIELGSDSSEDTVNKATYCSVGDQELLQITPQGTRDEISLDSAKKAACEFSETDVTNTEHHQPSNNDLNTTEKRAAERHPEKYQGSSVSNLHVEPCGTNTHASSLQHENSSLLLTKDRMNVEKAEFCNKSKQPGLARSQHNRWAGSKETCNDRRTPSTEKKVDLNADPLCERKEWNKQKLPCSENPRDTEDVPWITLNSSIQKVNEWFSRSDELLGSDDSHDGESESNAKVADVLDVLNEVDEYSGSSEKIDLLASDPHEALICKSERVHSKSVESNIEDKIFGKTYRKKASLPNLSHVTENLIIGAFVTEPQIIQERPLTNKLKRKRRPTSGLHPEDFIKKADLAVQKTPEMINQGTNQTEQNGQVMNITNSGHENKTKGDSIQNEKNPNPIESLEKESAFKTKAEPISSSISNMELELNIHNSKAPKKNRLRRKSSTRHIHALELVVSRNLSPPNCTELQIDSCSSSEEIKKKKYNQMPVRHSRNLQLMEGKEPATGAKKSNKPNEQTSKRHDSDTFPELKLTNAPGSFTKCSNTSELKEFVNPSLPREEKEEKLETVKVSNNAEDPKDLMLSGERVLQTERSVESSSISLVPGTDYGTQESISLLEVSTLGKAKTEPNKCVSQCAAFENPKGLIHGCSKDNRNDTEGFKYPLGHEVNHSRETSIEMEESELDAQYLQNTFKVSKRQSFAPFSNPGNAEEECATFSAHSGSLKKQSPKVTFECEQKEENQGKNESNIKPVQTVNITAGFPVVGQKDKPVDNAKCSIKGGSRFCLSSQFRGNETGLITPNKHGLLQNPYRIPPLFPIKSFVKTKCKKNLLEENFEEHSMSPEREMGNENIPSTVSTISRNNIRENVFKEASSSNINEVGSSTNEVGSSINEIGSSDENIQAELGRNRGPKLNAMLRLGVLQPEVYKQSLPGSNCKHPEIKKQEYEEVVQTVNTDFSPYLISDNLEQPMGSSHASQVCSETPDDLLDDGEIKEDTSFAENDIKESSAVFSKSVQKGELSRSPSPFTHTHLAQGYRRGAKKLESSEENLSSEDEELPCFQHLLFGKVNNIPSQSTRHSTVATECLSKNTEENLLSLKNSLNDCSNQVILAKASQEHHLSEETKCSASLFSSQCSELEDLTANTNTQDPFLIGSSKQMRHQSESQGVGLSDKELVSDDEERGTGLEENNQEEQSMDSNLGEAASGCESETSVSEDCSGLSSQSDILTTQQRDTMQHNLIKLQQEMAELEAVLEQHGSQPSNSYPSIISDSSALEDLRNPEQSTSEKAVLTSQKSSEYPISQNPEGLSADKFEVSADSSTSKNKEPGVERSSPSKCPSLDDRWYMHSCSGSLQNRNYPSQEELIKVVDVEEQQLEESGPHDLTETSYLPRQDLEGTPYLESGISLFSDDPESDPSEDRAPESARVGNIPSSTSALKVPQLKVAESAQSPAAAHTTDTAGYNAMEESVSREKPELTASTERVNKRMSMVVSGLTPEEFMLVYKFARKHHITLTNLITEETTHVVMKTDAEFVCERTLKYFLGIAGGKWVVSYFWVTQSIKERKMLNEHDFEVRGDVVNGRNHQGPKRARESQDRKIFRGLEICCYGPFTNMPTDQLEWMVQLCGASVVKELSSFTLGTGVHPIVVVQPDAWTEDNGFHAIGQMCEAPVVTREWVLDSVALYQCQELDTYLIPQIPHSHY
#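 Compounds were incubated for 12 min at room temperature with a complex of 100 nM fluorescein-tagged pBACH1 decapeptide and 250 nM His-tagged BRCT protein. Buffer was phosphate pH 7.3 with EDTA, DTT and Tween 20. Disruption of binding lowers the polarization signal.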
# GFP derepression – epigenetic modulators derepressing GFP locus in mouse cells | Potency, µM (titrated, usually from 46.1 µM), for inactives: top-dose GFP derepression (activation) | AID 597 | actives 0.09% (n = 68,000) | mouse C127i GFP locus derepression, cytometry, 30 h; further: % of control where 0% means no effect
#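 Derepression screen: silenced CMV-GFP reporter in murine C127i cells, 30 h compound incubation at 37 C, washed cells imaged by laser-scanning cytometer to enumerate GFP-expressing objects of 20 to 120 um.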
# Hsp90 Hop PPI – changes Hsp90-Hop TPR2A binding signal, up or down | actives 0.44% (n = 71,000) | Potency, µM (titrated, usually from 57 µM), inactives show top-dose activity change, negative = inhibition | AlphaScreen TPR2A-His6 binding biotin-Hsp90 C-terminal peptide | AID 595; active means well fitted curve in either direction with a large enough effect; inconclusive means small, poorly fitted or top-dose-only effect, or another doubt; further: potency means the concentration at half of the fitted maximal effect; on the % scale 0 is the no-effect control and ±100 the full control effect; many of its hits are not listed in these tables
# BRCT inh red – BRCT-phosphoprotein interaction inhibition (red fluorophore). P38398. BRCT-phosphopeptide binding, red fluorescence polarization. Potency, µM (series often up to 76.9 µM), without a hit: at the top dose activity change, negative = inhibition, usual class: inhibitors. actives 0.03% (n = 75,000). AID 892; further: on the % scale 0 is the no-effect control and ±100 the full control effect
#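 Rhodamine-labelled pBACH1 10-mer (100 nM) bound to BRCT domain (100 nM) at pH 7.3; compounds incubated 12 min room temperature, polarization read. Free peptide defines full inhibition; unlabelled decapeptide titrated as control.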
# Numbers without * were called inactive; i = inactive; ? = inconclusive; nt = no result given; [ ] = another dose, or the depositor's remark. Unless noted, the call rests on the fitted dose curve; in most records, active means well fitted curve in the direction sought with a large enough effect; inconclusive means small, poorly fitted or top-dose-only effect, or another doubt; inactive means no such curve, though single readings can be large; an effect the other way counts as inactive or inconclusive.
SMILES,CRE Fsk mod,DNA Pol III inh,UbGFP stabilizer,4MU fluor,ALOX15 inhib,HBB splicing,A350 autofl,BRCT inh green,GFP derepression,Hsp90 Hop PPI,BRCT inh red
COc1cccc(-c2noc(-c3cccnc3)n2)c1,9%,0%,-7%,i,-3%,1.6%[1.84 µM],i,-0.3%,-2%,10%,-1.5%
COCC(=O)Nc1ccc(S(=O)(=O)NCCc2ccccc2)cc1,-10%,-2%,9%,i,-6%,0.4%,i,-0.4%,3%,-7%,-2.3%
Cc1cc(C)n2cc(CSc3nnnn3C)nc2n1,-8%,-7%,-4%,?,2%,5.3%,1.1e-08M*,-2.6%,-4%,-3%,-0.9%
Cc1cc(NC(=O)CCCSc2nc(-c3ccco3)cc(C(F)(F)F)n2)no1,-9%,1%,4%,i,-17%,-0.2%,i,6.2%,0%,1%,1.8%
Cc1ccc(NS(=O)(=O)c2cccc(C(=O)n3ncc(C#N)c3N)c2)c(C)c1,-6%,-3%,-8%,i,3%,-1.7%,i,-5.1%,3%,0%,-1.1%
CCn1c(SCC(=O)Nc2ccc(S(N)(=O)=O)cc2)nnc1-c1cccc(OC)c1,-1%,-9%,nt,i,2%,4.8%[0.369 µM],i,1.7%,0%,0%,1.5%
COc1ccc(NC(=O)Nc2ccc3nccnc3c2)cc1,?,-4%[11.4 µM],2%[9.17 µM],nt,2%[11.4 µM],-1.4%[0.0738 µM],nt,-0.5%,0%,-9%[11 µM],0.8%
N#Cc1ccccc1NC(=O)CSc1nnc(-c2ccccc2O)n1-c1ccccc1,7%,-3%,-3%,i,-12%,0.9%,i,0.2%,-2%,0%,0.4%
Cc1nc2cc(-c3ccc(F)cc3)nn2c(N2CCOCC2)c1C,8%,-7%,0%,?,-5%,-1.6%,?,-0.5%,0%,-5%,0.1%
Cc1c(NC(=O)CC(O)(C(F)(F)F)C(F)(F)F)c(=O)n(-c2ccccc2)n1C,-1%,-3%,2%,i,-2%,1.2%,i,1.2%,0%,-2%,-1.3%
COc1ccc(NC(=O)c2cc(C(C)C)on2)c(OC)c1,3%,-1%,12%,nt,-3%,0.6%,nt,1.4%,-5%,7%,-0.7%
Cc1nnc(N)nc1C,0%,-4%,nt,i,-6%,-0.5%[0.369 µM],i,0.5%,0%,0%,-1.0%
c1ccc2oc(CCc3nc4ccccc4o3)nc2c1,3%,-4%,-1%,?,1%,nt,?,-1.3%,2%,5%,0.7%
CC(=O)Nc1ccc(N2C(=O)CC(N3CC(C)OC(C)C3)C2=O)cc1 (configuration not stated),-2%,-7%,1%,i,4%,nt,i,-0.6%,4%,-3%,-1.5%
COc1ccccc1NC(=O)C1CCCN1C(=O)NCc1ccccc1 (configuration not stated),-7%,-7%,0%,i,6%,-0.4%,?,0.2%,-1%,-3%,0.6%
CCOc1ccc(S(=O)(=O)N(CC(=O)O)c2ccc(C)cc2)cc1,?,-9%,17%,i,8%,1.0%,i,-6.5%,0%,-1%,-1.0%
CC(C)(C)C(=O)NC1(C(F)(F)F)C(=O)Nc2c1c(=O)[nH]c(=O)n2Cc1ccco1 (configuration not stated),6%,-3%,2%,i,12%,-3.6%[57.5 µM],i,1.0%,4%,-3%,-0.3%
Cc1cc(C)c(C#N)c(SCc2ccc(C#N)cc2)n1,0%,-3%,0%,i,5%,-0.7%,i,1.9%,0%,-6%,0.0%
c1ccc(C2CC(c3ccccc3)n3ncnc3N2)cc1 (configuration not stated),-2%,-4%,-2%,i,16%,0.0%[57.5 µM],i,1.3%,2%,-2%,0.9%
COc1cccc(-n2nnc3c(=O)n(Cc4ccccc4Cl)cnc32)c1,18%,1%,11%,i,-6%,2.3%[1.84 µM],i,-0.5%,2%,-1%,1.0%
O=C(O)c1cc(S(=O)(=O)N2CCCCC2)ccc1F,-16%,-3%,-7%,i,7%,0.4%[1.84 µM],i,0.7%,3%,-1%,-0.3%
O=C(CS(=O)(=O)Cc1ccccc1)Nc1nc2ccccc2s1,-13%,-9%,2%,i,-9%,-0.8%,i,0.9%,1%,-3%,0.2%
CCCn1c(N2CCN(CC(=O)NCc3cccs3)CC2)nc2ccccc21,-17%,5%,-2%,i,-5%,0.3%,i,2.4%,-2%,-3%,0.6%
O=C1OC(c2ccccc2)=C/C1=C\N1CCOCC1,3%,-10%,-2%,i,-19%,0.6%,i,-2.4%,4%,-9%,0.1%
Cc1ccc2c(c1)c1ncnc(N3CCc4ccccc4C3)c1n2C,?,-15%,nt,1.4e-07M*,-10%,-0.8%[0.369 µM],1.4e-07M*,-3.1%,-2%,?,1.4%

# Some of the entries so far, with two lines to a compound.
# Values in the order – CRE Fsk mod	DNA Pol III inh	UbGFP stabilizer	4MU fluor	ALOX15 inhib	HBB splicing	A350 autofl	BRCT inh green	GFP derepression	Hsp90 Hop PPI	BRCT inh red
> CCOc1ccc(S(=O)(=O)N(CC(=O)O)c2ccc(C)cc2)cc1
→ ?	-9%	17%	i	8%	1.0%	i	-6.5%	0%	-1%	-1.0%
> N#Cc1ccccc1NC(=O)CSc1nnc(-c2ccccc2O)n1-c1ccccc1
→ 7%	-3%	-3%	i	-12%	0.9%	i	0.2%	-2%	0%	0.4%

# Entries of single compounds, quoted from the list:
# Cc1cc(NC(=O)CCCSc2nc(-c3ccco3)cc(C(F)(F)F)n2)no1 reads CRE Fsk mod = -9%; DNA Pol III inh = 1%; UbGFP stabilizer = 4%; 4MU fluor = i; ALOX15 inhib = -17%; HBB splicing = -0.2%; A350 autofl = i; BRCT inh green = 6.2%; GFP derepression = 0%; Hsp90 Hop PPI = 1%; BRCT inh red = 1.8%
# Cc1nnc(N)nc1C reads CRE Fsk mod = 0%; DNA Pol III inh = -4%; UbGFP stabilizer = nt; 4MU fluor = i; ALOX15 inhib = -6%; HBB splicing = -0.5%[0.369 µM]; A350 autofl = i; BRCT inh green = 0.5%; GFP derepression = 0%; Hsp90 Hop PPI = 0%; BRCT inh red = -1.0%

# (continued)
SMILES,CRE Fsk mod,DNA Pol III inh,UbGFP stabilizer,4MU fluor,ALOX15 inhib,HBB splicing,A350 autofl,BRCT inh green,GFP derepression,Hsp90 Hop PPI,BRCT inh red
Cn1cccc1C(=O)N1CCC[C@@]2(CCN(c3ncccn3)C2)C1,4%,-2%,-10%,i,-3%,0.9%,i,-1.1%,0%[9.22 µM],-3%,0.1%
O=S(c1ccsc1)c1ccsc1,8%,-2%,5%,i,9%,2.7%[57.5 µM],i,-1.8%,0%,-1%,0.2%
O=[N+]([O-])/C=C\c1cc2ccccc2[nH]1,-3%[7.6 µM],13%[11.4 µM],-3%[9.17 µM],i,-7%[11.4 µM],2.6%[9.22 µM],i,-2.7%[15.4 µM],0%[9.22 µM],-3%[11 µM],0.7%[15.4 µM]
Cn1c(C(=O)N2CCN(c3ccc(Cl)cc3)CC2)cc2c(=O)[nH]c3ccccc3c21,?,-11%,5%,i,?,0.0%,i,0.0%,4%,-4%,0.0%
CC(=O)c1ccc(NC2OC(C)C(O)C(O)C2O)cc1 (configuration not stated),-3%,-7%,-4%,i,-2%,1.1%,i,0.2%,3%,0%,-0.8%
Cc1csc(NC(=O)CSc2nc(C)cs2)n1,?,1%,18%,i,7%,3.4%,i,2.5%,-3%,-5%,0.2%
CN(C)Cc1ccccc1-c1nc(N(C)Cc2ccco2)c2ccccc2n1,24%,-9%,7%,i,6%,-0.3%,i,1.6%,3%[9.22 µM],-5%,-1.7%
CCOC(=O)N1CCN(C(=O)c2cc(C)c3c(C)nn(-c4ccccc4)c3n2)CC1,3%,0%,-6%,i,7%,-3.3%,?,-1.8%,-5%,-3%,-1.2%
CCc1nc(SCc2cccnc2)c2c(=O)n(C)c(=O)n(C)c2n1,2.5µM*,-4%,6%,nt,2%,0.1%,nt,8.8%,nt,-5%,-2.8%
CC(Oc1ccc(Cl)cc1Cl)C(=O)Nc1ccncc1 (configuration not stated),-2%,-3%,-4%,nt,0%,-1.2%,nt,0.8%,4%,-2%,1.0%

# In the list so far, two have a thiophene ring, fused or not.
SMILES,CRE Fsk mod,DNA Pol III inh,UbGFP stabilizer,4MU fluor,ALOX15 inhib,HBB splicing,A350 autofl,BRCT inh green,GFP derepression,Hsp90 Hop PPI,BRCT inh red
CCCn1c(N2CCN(CC(=O)NCc3cccs3)CC2)nc2ccccc21,-17%,5%,-2%,i,-5%,0.3%,i,2.4%,-2%,-3%,0.6%
O=S(c1ccsc1)c1ccsc1,8%,-2%,5%,i,9%,2.7%[57.5 µM],i,-1.8%,0%,-1%,0.2%

# From PubChem

# An unsorted share of the library; any-hit rate near 12%.
